Screening data (PubChem BioAssay)
CDK5 p35 inh = inhibitors of human CDK5/p35 kinase, primary screen, biochemical, single concentration; Cyclin-dependent kinase 5 (Homo sapiens) + Cyclin-dependent kinase 5 activator 1 (Homo …; Recombinant CDK5/p35, ADP-Glo luminescence, 60 min; inhibition, % at 10 µM; actives 0.01% (n = 330,000);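 active = highest replicate inhibition of at least 50% and at least 75% of replicates reaching 50%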;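 note: plate controls were DMSO neutral control for no effect and GW8510 at 10 µM for full effect; many of its hits are not listed in these tables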
RTF Ca sens act = cardiac RTF calcium sensitivity activators, primary screen, biochemical, IANBD-TnC fluorescence, EC20 calcium. Troponin I, cardiac muscle (Homo sapiens) + Troponin T, cardiac muscle (Homo sapiens) + …. IANBD-labeled TnC RTF fluorescence at EC20 calcium; 0% EC20 calcium, 100% full calcium. actives 0.24% (n = 340,000). activation, % at 7.2 µM;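 active = activation above the mean over all tested compounds plus 3 SD, cut at about 30% in these data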;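 note: rise in fluorescence read as greater calcium sensitivity of cardiac thin filaments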
dFosB activator = activators of delta FosB homodimer, primary screen, biochemical, fluorescence polarization, TAMRA-CDK5 oligo, single point. activation, % at 25 µM. AID 493131, 2011. actives 0.99% (n = 340,000). purified delta FosB; percent of positive-control signal above neutral wells;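 active = mean activation above about 17%, with every replicate also reaching it, limit read from the data, passing the limit was not always enough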;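 note: fluorescence polarization rise as delta FosB binds a TAMRA Cdk5 AP-1 oligo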
HTR5A ag = HTR5A agonists in luminescence cell assay, primary screen, counter-screen for OPRM1-OPRD1 heterodimer agonist project, full-deck HTS. cell-based. activation, % at 9.3 µM. actives 0.61% (n = 340,000). AID 504692, 2011; in the data active = activation mostly above about 9.5%, no sharp cut-off; inactive = mostly below about 7.6%;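 note: 0% = cells with vehicle only and 100% = reference agonist; strong numbers were not always called active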
Rtt109 Vps75 = inhibitors of C. albicans Rtt109/Vps75 HAT, primary screen, biochemical, ThioGlo CoA-SH fluorescence, plate reader. inhibition, % at 34.9 µM. actives 0.16% (n = 330,000). Histone acetyltransferase RTT109 (Candida albicans (strain SC5314 / ATCC MYA-2876)), …. purified Rtt109/Vps75, 4 h;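 active = inhibition of at least 50% in every replicate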
Target sequence (Q5AAJ8 whole entry, looked up): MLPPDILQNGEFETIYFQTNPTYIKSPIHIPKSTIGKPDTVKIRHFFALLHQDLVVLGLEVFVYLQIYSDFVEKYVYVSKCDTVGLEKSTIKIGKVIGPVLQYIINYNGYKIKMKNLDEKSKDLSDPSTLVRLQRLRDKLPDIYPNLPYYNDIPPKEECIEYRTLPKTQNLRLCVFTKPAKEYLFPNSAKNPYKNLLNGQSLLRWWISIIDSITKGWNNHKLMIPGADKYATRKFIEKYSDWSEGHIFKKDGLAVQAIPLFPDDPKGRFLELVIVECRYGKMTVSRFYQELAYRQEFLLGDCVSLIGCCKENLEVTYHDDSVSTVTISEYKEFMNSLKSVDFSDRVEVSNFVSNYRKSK
Wnt act = Wnt/beta-catenin pathway activators, primary screen, cell-based, plate reader, single point; activation, % at 9.35 µM; actives 1.2% (n = 300,000); AID 743398, 2014; Wnt/beta-catenin reporter cell assay, activator; in the data active = activation above about 30%, passing the limit was not always enough;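 note: 0% = neutral control wells and 100% = positive control wells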
PvdQ inh = P. aeruginosa PvdQ acylase inhibitors, primary screen, biochemical, fluorescence, plate reader and imaging, single point. actives 0.063% (n = 340,000). purified PvdQ acylase. inhibition, % at 10 µM. PvdQ acylase [Pseudomonas aeruginosa LESB58]. AID 488965, 2010; in the data active = inhibition above about 30%, passing the limit was not always enough;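 note: 0% = vehicle neutral wells and 100% = reference inhibitor wells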
SR-BI DiI-HDL act = activators of SR-BI mediated DiI-HDL uptake, primary screen, ldlA[mSR-BI] CHO cells, DiI fluorescence; 3 h; 100 = double the neutral-control signal; activation, % at 12.5 µM; actives 0.096% (n = 320,000); AID 504775, 2011;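 active = mean replicate activation of at least 60% and every replicate at or above 60%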;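 note: 0% = median plate neutral-control signal and 100% = twice that signal; values of inactives mirror those of a sister screen read the other way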
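Test system: SR-BI-overexpressing, LDLR-lacking CHO cells; Medium: Ham's F12 with 0.5% BSA, HEPES 25 mM, pH 7.4; Schedule: 3 h, 37 °C; Technique: bottom-read fluorescence, 550/595 nm.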
MITF TRPM1 HTS = activators of MITF-driven TRPM1 promoter reporter, primary screen, cell-based, SK-MEL-5, luciferase, single point; SK-MEL-5 TRPM1-promoter luciferase, 24 h; % of positive control, neutral wells = 0; activation, % at 12.5 µM; actives 0.75% (n = 300,000); AID 588334, 2011;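 active = mean activation of at least 80% with every replicate also reaching 80%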;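 note: 0% = neutral control wells and 100% = parthenolide positive control wells; values of inactives mirror those of a sister screen read the other way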
SR-BI HDL uptake = inhibitors of SR-BI mediated HDL lipid uptake, primary screen, ldlA[mSR-BI] cells, fluorescence, single point. Scavenger receptor class B member 1 (Mus musculus), Q61009. ldlA[mSR-BI] CHO cells, DiI-HDL uptake fluorescence, 3 h. inhibition, % at 12.5 µM. actives 0.96% (n = 320,000). AID 488896, 2010;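 active = mean replicate inhibition of at least 70% and a set share of replicates each scoring 70 or more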;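 note: 0% = median of neutral control wells and 100% = median of positive control wells; values of inactives mirror those of a sister screen read the other way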
Target sequence (Q61009 whole entry, looked up): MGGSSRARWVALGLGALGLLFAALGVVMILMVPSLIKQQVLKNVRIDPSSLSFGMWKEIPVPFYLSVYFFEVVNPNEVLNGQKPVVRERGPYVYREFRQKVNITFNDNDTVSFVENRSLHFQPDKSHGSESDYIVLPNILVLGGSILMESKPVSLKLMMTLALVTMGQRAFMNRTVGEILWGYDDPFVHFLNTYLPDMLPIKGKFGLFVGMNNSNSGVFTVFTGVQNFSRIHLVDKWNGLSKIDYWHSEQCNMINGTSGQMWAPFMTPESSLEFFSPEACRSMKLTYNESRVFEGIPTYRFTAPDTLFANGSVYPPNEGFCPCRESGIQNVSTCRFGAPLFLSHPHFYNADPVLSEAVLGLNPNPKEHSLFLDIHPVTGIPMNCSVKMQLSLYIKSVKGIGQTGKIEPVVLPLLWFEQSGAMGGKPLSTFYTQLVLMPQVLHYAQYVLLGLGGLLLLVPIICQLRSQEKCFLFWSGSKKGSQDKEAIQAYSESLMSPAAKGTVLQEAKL
The depositor's hits bear a star.

`COc1ccc(C(=O)C2CCN(CC(=O)Nc3ccc(C)cc3)CC2)cc1` gave CDK5 p35 inh 0.4, RTF Ca sens act -8.7, dFosB activator -1.7, HTR5A ag -6.0, Rtt109 Vps75 9.1, Wnt act -2.1, PvdQ inh -4.1 and MITF TRPM1 HTS -5.2.
`CCOC(=O)C1(Cc2ccc(Cl)cc2)CCN(C(=O)c2cc(C)nc(C)n2)CC1` gave CDK5 p35 inh 0.9, RTF Ca sens act -0.1, dFosB activator 6.1, HTR5A ag 1.4, Rtt109 Vps75 0.7, Wnt act 0.5, PvdQ inh 4.2, SR-BI DiI-HDL act -21.5, MITF TRPM1 HTS -4.7 and SR-BI HDL uptake 21.5.
For CCOC(=O)CNC=C(C(=O)OCC)C(=O)OCC the results were CDK5 p35 inh 1.5, RTF Ca sens act -2.8, dFosB activator -4.0, HTR5A ag 3.9, Rtt109 Vps75 -7.4, Wnt act -4.0, PvdQ inh -14.4, SR-BI DiI-HDL act 23.2, MITF TRPM1 HTS 9.4 and SR-BI HDL uptake -23.2.
Screening Cc1ccc(NC(=O)Cn2nnc3ccccc3c2=O)cc1C returned CDK5 p35 inh -0.1, RTF Ca sens act -0.6, dFosB activator 12.0, HTR5A ag -2.1, Rtt109 Vps75 -1.5, Wnt act 1.1, PvdQ inh -8.6, SR-BI DiI-HDL act 28.6, MITF TRPM1 HTS 5.5 and SR-BI HDL uptake -28.6.
`Cc1ccc(C(=O)N/C(=C/c2ccco2)C(=O)NC2CCS(=O)(=O)C2)cc1` (stereo unspecified) gave CDK5 p35 inh -0.8, RTF Ca sens act -2.0, dFosB activator -3.1, HTR5A ag 4.1, Rtt109 Vps75 -2.0, Wnt act 0.1, PvdQ inh -0.9, SR-BI DiI-HDL act 8.9, MITF TRPM1 HTS 0.4 and SR-BI HDL uptake -8.9.
Screening COC(=O)N/N=C(\C)c1cccs1 returned CDK5 p35 inh -1.6, RTF Ca sens act 1.4, dFosB activator 0.5, HTR5A ag 2.2, Rtt109 Vps75 -18.1, Wnt act 1.6, PvdQ inh -12.4, SR-BI DiI-HDL act 11.5 and SR-BI HDL uptake -11.5.
For COCCn1c(Cc2ccccc2)nnc1SCC(=O)N1CCCCC1C (stereo unspecified) the results were CDK5 p35 inh -4.5, RTF Ca sens act -1.4, dFosB activator -3.2, HTR5A ag 1.2, Rtt109 Vps75 8.3, Wnt act -4.9, PvdQ inh -8.9, SR-BI DiI-HDL act 12.7, MITF TRPM1 HTS -6.4 and SR-BI HDL uptake -12.7.
Screening CCN(C(=O)COC(=O)c1ccc2ccccc2c1)c1c(N)n(Cc2ccccc2)c(=O)[nH]c1=O returned CDK5 p35 inh -1.1, RTF Ca sens act -6.7, dFosB activator 38.4*, HTR5A ag -2.2, Rtt109 Vps75 2.4, Wnt act -14.4, PvdQ inh -13.8, SR-BI DiI-HDL act -17.1, MITF TRPM1 HTS -0.6 and SR-BI HDL uptake 17.1.
O=C(O)c1ccc(NC(=O)C2C3CCC(O3)C2C(=O)O)cc1 (stereo unspecified) was read as CDK5 p35 inh 0.2, RTF Ca sens act -6.2, dFosB activator -2.1, HTR5A ag 0.5, Rtt109 Vps75 1.7, Wnt act -1.5, PvdQ inh -10.4, SR-BI DiI-HDL act 26.8, MITF TRPM1 HTS 5.2 and SR-BI HDL uptake -26.8.
O=C(NNC(=S)Nc1ccccc1)c1cccnc1 was read as CDK5 p35 inh -3.3, RTF Ca sens act 0.9, dFosB activator -2.6, HTR5A ag 2.8, Rtt109 Vps75 -1.5, Wnt act 0.8, PvdQ inh -27.4, SR-BI DiI-HDL act 10.2, MITF TRPM1 HTS 15.8 and SR-BI HDL uptake -10.2.
`O=C(O)CCC(=O)Nc1ccc(Sc2ccc([N+](=O)[O-])cc2)cc1` gave CDK5 p35 inh -1.1, RTF Ca sens act -2.9, dFosB activator 5.3, HTR5A ag 7.3, Rtt109 Vps75 0.4, Wnt act -1.9, PvdQ inh -5.0, SR-BI DiI-HDL act -8.3, MITF TRPM1 HTS -2.9 and SR-BI HDL uptake 8.3.
O=C(Nc1cccnc1Cl)C1=NN(c2ccccc2)C(=O)CC1 was read as CDK5 p35 inh -0.2, RTF Ca sens act -0.3, dFosB activator -2.3, HTR5A ag -0.5, Rtt109 Vps75 -0.1, Wnt act -0.1, PvdQ inh 0.0, SR-BI DiI-HDL act -27.8, MITF TRPM1 HTS 10.6 and SR-BI HDL uptake 27.8.
For O=C(CCS(=O)(=O)c1ccc(Br)s1)Nc1ccccc1Br the results were CDK5 p35 inh -0.1, RTF Ca sens act -1.2, dFosB activator -6.7, HTR5A ag 3.1, Rtt109 Vps75 -0.2, Wnt act 1.4, PvdQ inh -6.0, SR-BI DiI-HDL act -4.1, MITF TRPM1 HTS 12.1 and SR-BI HDL uptake 4.1.
C(#Cc1ccccc1)C[N+]1(CC#Cc2ccccc2)CCCC1 was read as CDK5 p35 inh 0.5, RTF Ca sens act 13.5, dFosB activator -1.8, HTR5A ag -2.5, Rtt109 Vps75 -0.7, Wnt act -1.5, PvdQ inh -2.1, SR-BI DiI-HDL act 15.7, MITF TRPM1 HTS -41.2 and SR-BI HDL uptake -15.7.
Screening Cc1cc(C(=O)Cn2nc(C(=O)O)c3ccccc3c2=O)c(C)n1-c1ccccc1 returned CDK5 p35 inh 3.3, RTF Ca sens act 14.1, dFosB activator -0.1, HTR5A ag 1.8, Rtt109 Vps75 1.0, Wnt act 7.1, PvdQ inh 13.2, SR-BI DiI-HDL act 4.4, MITF TRPM1 HTS 19.6 and SR-BI HDL uptake -4.4.
For COC(=O)c1ccc(N2CCN(C)CC2)c(NC(=O)COc2ccc(OC)cc2)c1 the results were CDK5 p35 inh -1.4, RTF Ca sens act 5.9, dFosB activator 3.4, HTR5A ag -1.8, Rtt109 Vps75 -2.8, Wnt act 2.7, PvdQ inh 2.7, SR-BI DiI-HDL act -38.0 and SR-BI HDL uptake 38.0.
`COc1cc2ncnc(NCc3ccc(Cl)cc3)c2cc1OC` gave CDK5 p35 inh -2.3, RTF Ca sens act 0.0, dFosB activator -2.5, HTR5A ag 1.5, Rtt109 Vps75 9.9, Wnt act -1.0, PvdQ inh -3.0, SR-BI DiI-HDL act -8.7, MITF TRPM1 HTS -3.7 and SR-BI HDL uptake 8.7.
`CCCCN(CC)CCNC(=O)CNC(=O)Cn1ccc2ccccc2c1=O` gave CDK5 p35 inh 0.3, RTF Ca sens act -0.1, dFosB activator -5.4, HTR5A ag 2.8, Rtt109 Vps75 5.8, Wnt act -1.8, PvdQ inh -5.0, SR-BI DiI-HDL act 12.6, MITF TRPM1 HTS -3.1 and SR-BI HDL uptake -12.6.
For COc1ccc(NC2=NC(=S)N(c3ccc(C)cc3)C23CCCCC3)cc1 the results were CDK5 p35 inh 0.5, RTF Ca sens act -4.3, dFosB activator 4.9, HTR5A ag 1.4, Rtt109 Vps75 7.5, PvdQ inh -4.3, SR-BI DiI-HDL act 16.3, MITF TRPM1 HTS -14.5 and SR-BI HDL uptake -16.3.
For CN(C(=O)c1ccc(-c2nn(C)c(=O)c3ccccc23)cc1)C1CCCCC1 the results were CDK5 p35 inh 0.9, RTF Ca sens act -4.6, dFosB activator -12.3, HTR5A ag 0.7, Rtt109 Vps75 -3.1, Wnt act -1.3, PvdQ inh -7.7, SR-BI DiI-HDL act -8.8, MITF TRPM1 HTS 1.1 and SR-BI HDL uptake 8.8.
Screening Cc1ccc(N(CC(=O)NC2CCCC2)C(=O)c2nsc(Cl)c2Cl)cc1 returned CDK5 p35 inh -0.3, RTF Ca sens act 0.0, dFosB activator 0.1, HTR5A ag -1.4, Rtt109 Vps75 6.7, Wnt act 14.4, PvdQ inh -6.9, SR-BI DiI-HDL act 0.6, MITF TRPM1 HTS 1.0 and SR-BI HDL uptake -0.6.
For c1ccc(NN=C2c3ccccc3-c3ccccc32)cc1 the results were CDK5 p35 inh -1.3, RTF Ca sens act -9.3, dFosB activator -12.7, HTR5A ag -3.3, Rtt109 Vps75 -6.7, Wnt act -0.4, PvdQ inh -1.0, SR-BI DiI-HDL act -38.4, MITF TRPM1 HTS 12.9 and SR-BI HDL uptake 38.4.
`CCOC(=O)c1cc(C#N)c(N2CCCCC2)nc1-c1ccccc1` gave CDK5 p35 inh 0.9, RTF Ca sens act -0.1, dFosB activator 1.8, HTR5A ag -8.9, Rtt109 Vps75 -6.0, PvdQ inh 10.9, SR-BI DiI-HDL act -11.5, MITF TRPM1 HTS 13.4 and SR-BI HDL uptake 11.5.
COCCOc1cc2ncnc(N3CCC(C(=O)O)CC3)c2cc1OCCOC was read as CDK5 p35 inh 0.3, RTF Ca sens act 12.2, dFosB activator 1.8, HTR5A ag 8.4, Rtt109 Vps75 9.2, Wnt act 1.2, PvdQ inh -12.0, SR-BI DiI-HDL act -16.9, MITF TRPM1 HTS -6.5 and SR-BI HDL uptake 16.9.
`COc1ccccc1OCCn1c(C(C)O)nc2ccccc21` (stereo unspecified) gave CDK5 p35 inh -0.1, RTF Ca sens act 1.9, dFosB activator -2.1, HTR5A ag -2.5, Rtt109 Vps75 4.2, Wnt act -4.8, PvdQ inh -8.3, SR-BI DiI-HDL act 19.8, MITF TRPM1 HTS -4.1 and SR-BI HDL uptake -19.9.
COc1ccc(-c2oc3ccc(N4CCOCC4)cc3c2C#CC2(O)CCCCC2)cc1 was read as CDK5 p35 inh 0.6, RTF Ca sens act -2.6, dFosB activator -1.1, HTR5A ag 13.7, Rtt109 Vps75 -7.5, Wnt act -0.2, PvdQ inh -16.6, SR-BI DiI-HDL act -69.6, MITF TRPM1 HTS 37.9 and SR-BI HDL uptake 69.6.
Screening CC(C)Oc1ccc(/C=C(\C#N)C(=O)NC2CC2)cc1 returned CDK5 p35 inh -7.3, RTF Ca sens act 3.9, dFosB activator -1.1, HTR5A ag -0.4, Rtt109 Vps75 -2.2, Wnt act 1.9, PvdQ inh -13.8, SR-BI DiI-HDL act 42.5 and SR-BI HDL uptake -42.5.
CN(C(=O)c1cccc(NC(=O)Cc2ccc(NC(=O)C3CCN(C(=O)c4ccccc4)CC3)cc2)c1)C1CC1 was read as CDK5 p35 inh 0.4, RTF Ca sens act 9.6, dFosB activator -3.7, HTR5A ag 0.1, Rtt109 Vps75 1.3, Wnt act -0.7, PvdQ inh -7.8, SR-BI DiI-HDL act -26.0, MITF TRPM1 HTS 1.2 and SR-BI HDL uptake 26.0.
